# Compound activity as filed in PubChem.
# NCI-60 one-dose screen, 48 h, at 10 µM unless noted. Numbers give growth in % (100 = growth as untreated, 0 = no growth, -100 = all killed).
# A549/ATCC – A549/ATCC NSCLC; 81,000 tested, 3.7% active
# UACC-257 – UACC-257 melanoma | AID 1794764 | 78,000 tested, 4.4% active
# EKVX – EKVX NSCLC. 71,000 tested, 3% active. AID 1794765
# HOP-92 – HOP-92 NSCLC cells; 71,000 tested, 6.3% active; AID 1794738
# SK-MEL-5 – SK-MEL-5 melanoma | 80,000 tested, 6.4% active | AID 1794755
# UACC-62 – UACC-62 melanoma | AID 1794756 | 81,000 tested, 5.4% active
# SK-MEL-28 – SK-MEL-28 melanoma; 81,000 tested, 4.1% active
# M14 – M14 melanoma; 80,000 tested, 6.2% active
# * hit, by the source's call; x = no result given; & = joins results of further samples. The calls were made as follows: active = growth percent below 10; inactive = the rest. Compounds were not picked by outcome; overall some 9.8% were active at least once.
SMILES,A549/ATCC,UACC-257,EKVX,HOP-92,SK-MEL-5,UACC-62,SK-MEL-28,M14
CC(=O)O[C@H]1[C@H](CC#CC#CC[C@@H]2C[C@]3(C)[C@H]4CC=C5[C@H]6[C@@H](C)[C@H](C)CC[C@]6(C(=O)NCCCCCCCCN)CC[C@@]5(C)[C@]4(C)CC[C@H]3C(C)(C)[C@H]2OC(C)=O)C[C@]2(C)[C@H]3CC=C4[C@H]5[C@@H](C)[C@H](C)CC[C@]5(C(=O)NCCCCCCCCN)CC[C@@]4(C)[C@]3(C)CC[C@H]2C1(C)C,102,106,110,92,105,112,124,102
O=C(O)C(Br)CN1C(=O)c2ccccc2C1=O (stereo not drawn),100,108,x,100,103,99,106,98
Cc1ccc(-c2cc(-c3cc4ccccc4nc3Cl)[nH]c(=S)n2)cc1,85,67,50,45,-11*,22,47,16
COc1ccc(OC)c(-c2cnc3nonc3n2)c1,99,85,106,x,108,83,106,99
NC(=O)C(CSSCC(NC(=O)OCc1ccccc1)C(N)=O)NC(=O)OCc1ccccc1 (stereo not drawn),95,104,109,x,111,100,108,107
COc1cc2c(c(NC(C)=O)c1)N(C(C)=O)CCC2,95,87,112,106,111,103,116,108
CCOC(=O)c1cnc2ccc(OC)cc2c1Nc1ccc(N2CCN(C)CC2)cc1,92,116,x,75,95,107,108,112
CCOC(=O)c1c(NC(=O)c2cccc(C(F)(F)F)c2F)sc2c1CCC(=O)C2,101,99,101,111,102,88,104,x
O=C(O)c1ccc2c(c1)C(=O)OC2=O,105,97,101,x,114,100,111,107
CCc1cccc2c3c(sc12)C(c1ccc(F)cc1)c1c(nc(CC(=O)Nc2ccccc2)[nH]c1=O)O3 (stereo not drawn),90,94,56,66,93,85,88,98
CCc1ccccc1-n1c(-c2ccc(Cl)cc2)cc(-c2ccc(OC)cc2)c(C#N)c1=O,103,112,96,64,101,89,109,93
COc1cc([C@H]2Nc3cc(Cl)cc(Cl)c3C3C=CCC32)cc(Br)c1OC (stereo partly drawn),83,86,x,89,97,92,101,98
O=C(NNc1nccc(Nc2ccc(S(=O)(=O)Nc3ccncc3)cc2)n1)c1cccc(Br)c1,95,96,94,102,99,101,112,100
NC(C(=O)O)C(O)c1ccc(OCc2ccccc2)c(OCc2ccccc2)c1 (stereo not drawn),93,x,104,74,103,98,110,97
CC(C)(C)OC(=O)N1C/C(=C\c2cccs2)C(=O)/C(=C/c2cccs2)C1,87,x,99,82,88,67,106,98
Nc1cc(=O)n(CC(=O)Nc2ccccc2)n1S(=O)(=O)c1ccccc1,104,118,94,88,102,89,113,98
CCCCCCCC12Cc3ccccc3C1=Nc1c(c3ccccc3n1C)C2=O (stereo not drawn),75,82,99,93,91,75,113,95
Nc1cc(=O)n([C@@H]2O[C@H](CO)[C@@H](O)[C@H]2O)c(=O)[nH]1,103,99,102,98,98,93,99,98
C#CCOc1ccc(/C=N/Nc2nc(-c3cc4cc(Br)cc(Br)c4oc3=O)cs2)cc1,97,106,92,89,99,88,106,98
CCOC(=O)c1cn2ncnc(Oc3ccc(NC(=O)NCCN(CC)CC)c(Cl)c3)c2c1C,91,-42*,77,42,47,-8.9*,-77*,-64*
CCCC(C(=O)OC(C)CN1C(C)CCC1C)C1CCCC1 (stereo not drawn),99,92,96,88,97,101,103,98
Cc1ncc(-c2ccc([N+](=O)[O-])cc2)o1,85,93,108,60,103,110,105,105
O=C(CCCCCCN1CC(=O)N2[C@@H](c3cc(F)cc(F)c3)c3[nH]c4ccccc4c3C[C@H]2C1=O)NO,91,44,79,49,47,21,53,52
O=C1C(Cl)=C(Nc2ccc3cn[nH]c3c2)C(=O)c2ccccc21,40,19,-65*,-80*,-100*,-98*,-98*,-84*
O=C(NN(Cc1ccccc1)S(=O)(=O)c1ccccc1)c1ccccc1,98,100,110,81,106,102,109,98
Nc1ncnc2c1N=C1c3ccccc3CCC1C(c1ccc(Cl)cc1)N2 (stereo not drawn),71,85,60,84,51,42,100,59
CC(C)C(=O)c1ccco1,109,101,96,79,100,99,127,91
CCSC1OC(C(COC(C)=O)OC(C)=O)C(OC(C)=O)C1NC(C)=S (stereo not drawn),101,109,106,x,108,102,111,98
COc1cc(-c2cc(-c3ccccc3)nc3nc(N)[nH]c(=O)c23)ccc1Oc1ccnc2cc(Cl)ccc12,93,86,x,x,86,94,96,105
COc1cc(C)c(N)cc1N,131,133,86,100,100,x,110,110
COC(=O)C1=C(C(=O)ONCCN(C)C)C2C=CC1(C(Cc1ccccc1)Nc1ccc(F)cc1)O2 (stereo not drawn),98,104,102,90,105,91,96,101
COc1ccc(/C=C2\CN(C)CC3=C2Nc2nc(SC)[nH]c(=O)c2C3c2ccc(OC)cc2)cc1 (stereo not drawn),x,100,100,82,97,99,117,112
COc1c2c(c(OC)c3c1OCO3)C(c1ccc(Br)cc1)=NC(C)C2 (stereo not drawn),83,67,79,x,21,47,98,83
CS(=O)(=O)c1ccc(C(=O)N/N=C/c2ccc(Cl)cc2Cl)cc1,86,71,93,x,96,98,110,103
OCC[C@H]1C[C@@H]1/C=C/c1ccccc1,92,x,101,84,98,98,112,101
COC(=O)c1c(OC2=CC(=O)C(OC)=C(CC=C(C)C)C2=O)cc(O)c(CC=C(C)C)c1O,111,116,104,73,100,88,115,107
C=CCn1c(SCC(=O)Nc2ccc(C(=O)/C=C/c3ccc(OC)cc3)cc2)nnc1-c1cc(-c2ccc(S(N)(=O)=O)cc2)nc2ccccc12,105,109,99,95,72,69,103,101
O=C(O)CCN1C(=O)/C(=C/C(Cl)=C/c2ccccc2)SC1=S,45,33,39,54,39,16,14,10
O=C(c1ccc(Cl)cc1)C1[C@H](c2ccc(Cl)cc2)[C@@H](c2ccccc2)NC12C(=O)Nc1ccccc12 (stereo partly drawn),43,75,59,50,75,53,81,50
O=C(O)c1cc(F)ccc1O,102,105,105,115,106,106,112,92
C=CCCCOC1[C@H](OCc2ccccc2)C(OCc2ccccc2)C(OC)O[C@@H]1CNC(=O)c1ccccc1 (stereo partly drawn),74,92,72,51,48,70,114,91
O=C(NN1C(=O)CCC1=O)c1ccc(Nc2ncnc3c2cnn3-c2cccc(F)c2)cc1,105,106,108,94,99,101,117,98
Cc1cc(N2CCN(CC(=O)Nc3ccc4c(ccn4C)c3)CC2)nc(N2CCOCC2)n1,97,108,102,98,109,90,114,112
CCOC(=O)c1nc2c3ccccc3ccn2c1C(=O)c1ccc([N+](=O)[O-])cc1,82,79,102,72,89,91,110,93
CN(C)c1ccc(-c2ccncc2)cc1,92,x,80,86,99,97,105,100
N#Cc1c(N2CCOCC2)nc2sc3cc(Cl)c(Cl)cc3n2c1=N,107,109,90,97,87,85,115,102
Cc1cccc(C(=O)OCc2ccccc2)c1,93,96,91,86,92,95,97,106
COc1cc(-c2nn(-c3cccc(NC(=O)NCCNS(=O)(=O)c4ccc(Cl)cc4)c3)cc2-c2ccncc2)ccc1Cl,13,33,30,-3.9*,-75*,26,21,-25*
COc1c(Br)c(=O)n(C)c(=O)n1C,100,109,99,105,110,103,113,101
O=C(/C(Cl)=N/O)c1ccc(Cl)cc1,96,77,100,56,94,90,102,x
O=C(OC1CCCC1)c1ccccc1,101,104,112,81,97,102,x,108
COc1cc(/C=C2\CCOC2=O)cc(OC)c1OC,92,108,101,x,110,87,106,98
CCOC(=O)c1ccc2c(c1)nc(/C=C/c1cc(OC)c(OC)c(OC)c1)n2-c1cc(C(C)(C)C)[nH]n1,77,82,x,62,80,66,77,88
CC(=O)OC1(C)C(=O)C=C(C)C=C1C (stereo not drawn),91,102,96,66,99,91,104,94
CC/C(=C(/c1ccc(Cl)cc1)c1ccc(OCCN2CCOCC2)cc1)c1ccc(Cl)cc1,81,81,82,98,98,92,100,101
CCOC(=O)c1ccc(N2C(=O)/C(=C/N3N=C(c4ccccc4)CC3c3ccccc3O)SC2=S)cc1 (stereo not drawn),93,108,x,99,92,89,116,96
CC(Cc1ccccc1)(c1ccccc1)[N+](C)(C)C (stereo not drawn),97,x,104,108,104,106,108,91
O=C(Nc1cccc(C(=O)N2CCc3ccc(Cl)cc32)c1)c1ccco1,38,52,54,74,24,36,60,18
O=C(/C=C/c1ccco1)c1ccc(Nc2nc(N3CCCCC3)nc(N3CCCCC3)n2)cc1,88,113,104,116,97,88,x,106
COc1cc(/C=C/C(=O)Nc2ccc(-c3nc4ccc(F)cc4s3)cc2)cc(OC)c1OC,102,118,101,x,97,103,114,107

# Complete entries from above. Screens in order: A549/ATCC | UACC-257 | EKVX | HOP-92 | SK-MEL-5 | UACC-62 | SK-MEL-28 | M14
# `Cc1ccc(-c2cc(-c3cc4ccccc4nc3Cl)[nH]c(=S)n2)cc1` is listed as 85 | 67 | 50 | 45 | -11* | 22 | 47 | 16
# `C#CCOc1ccc(/C=N/Nc2nc(-c3cc4cc(Br)cc(Br)c4oc3=O)cs2)cc1` is listed as 97 | 106 | 92 | 89 | 99 | 88 | 106 | 98
# `O=C(NNc1nccc(Nc2ccc(S(=O)(=O)Nc3ccncc3)cc2)n1)c1cccc(Br)c1` is listed as 95 | 96 | 94 | 102 | 99 | 101 | 112 | 100
# `NC(=O)C(CSSCC(NC(=O)OCc1ccccc1)C(N)=O)NC(=O)OCc1ccccc1` (stereo not drawn) is listed as 95 | 104 | 109 | x | 111 | 100 | 108 | 107
# `COc1ccc(/C=C2\CN(C)CC3=C2Nc2nc(SC)[nH]c(=O)c2C3c2ccc(OC)cc2)cc1` (stereo not drawn) is listed as x | 100 | 100 | 82 | 97 | 99 | 117 | 112

# Later entries.
SMILES,A549/ATCC,UACC-257,EKVX,HOP-92,SK-MEL-5,UACC-62,SK-MEL-28,M14
NN1C(=O)c2cccc3c(-c4ccc(-c5nc6c7ccccc7c7ccccc7c6[nH]5)cc4)ccc(c23)C1=O,95,102,95,79,x,100,110,x
O=C(O)c1ccccc1NCc1ccco1,102,143,103,108,100,101,111,102
Clc1ccc(-c2cn3ccsc3n2)c(Cl)c1Cl,97,88,65,59,80,68,120,99
Cc1ccc(N2CCN(CCCN3CCN(c4ccc(Cl)cc4)CC3)CC2)cc1,90,91,55,64,48,80,111,92
C#CC(O)CC (stereo not drawn),102,114,x,95,103,100,102,108
CCCCCCCCCCCCCCCCCC1=NCCN1CCNC(C)=O,79,108,80,62,102,107,98,101
O=c1[nH]cc(Br)c(=S)[nH]1,91,92,104,92,99,98,115,107
O=C1Nc2ccccc2/C1=N/c1n[nH]c(=S)s1,95,111,83,96,109,64,111,99
COc1cc(C2CC(c3ccc(Cl)cc3)=Nc3c(C)nn(-c4ccccc4)c3N2)ccc1Oc1ccnc2cc(Cl)ccc12 (stereo not drawn),89,88,x,x,94,81,93,93
CN1c2c(C(=O)N3CCOCC3)cnn2CC1c1ccccc1 (stereo not drawn),96,101,99,108,108,96,104,98
C[C@]12CCC(=O)C=C1CC[C@@H]1[C@@H]2[C@H](O)C[C@@]2(C)[C@H]1CC[C@]2(O)C(=O)CO,93&75,x,95&96,105&91,96&111,101,107&109,103&101
CCN(Cc1cccc(S(=O)(=O)[O-])c1)c1ccc(C(=C2C=CC(=[N+](CC)Cc3cccc(S(=O)(=O)O)c3)C=C2)c2ccccc2S(=O)(=O)O)cc1,x,x,94,87,97,101,109,98
N#Cc1ncc(-c2cc(F)c(F)cc2F)c(NC2CCCCCC2)n1,88,91,x,65,81,65,77,96
CC(=O)c1c(C)nc2ccccc2c1/C=C/c1ccc(C(F)(F)F)cc1,59,87,63,54,44,60,92,88
N#Cc1c(N)nc(Nc2nc3ccccc3[nH]2)nc1-c1ccc(Cl)cc1,105,109,109,78,100,113,115,103
O=[N+]([O-])c1cc(F)ccc1Nc1cc(F)cc(F)c1,102,98,98,89,95,91,105,103
CC(C)(C)n1cc(-c2ccnc(NCCCNS(=O)(=O)c3ccccc3)n2)c(-c2ccc(Cl)c(O)c2)n1,82,102,75,x,93,91,86,101
COc1ccccc1C(O)(c1ccccc1)c1ccccc1OC,99,102,108,x,106,88,108,86
Cn1ccc2c(cnc3ccccc32)c1=O,97,104,90,79,103,103,116,102
O=C1/C(=C/c2ccc(Br)cc2)Oc2ccc(O)c(O)c21,85,96,48,81,75,85,85,78
COc1ccc(Cc2nnc3sc(-c4ccc(OC)c(OC)c4)nn23)cc1,104,114,97,84,97,98,116,117
C=C1C(=O)O[C@H]2[C@H]1CC/C(COC(=O)/C=C/C(=O)O)=C\CC[C@@]1(C)O[C@@H]21,101,96,93,85,98,93,101,102
COc1cc(/C=C/c2ccnc3ccccc23)cc(OC)c1OC,37,59,55,x,3.1*,38,34,13
CC(CC(=O)c1cc(Cl)ccc1O)CC(C)(C)C (stereo not drawn),98,92,84,x,113,97,105,106
O=C1/C(=C/c2ccccc2)Oc2ccc(O)c(-c3ccccc3)c21,72,96,81,77,91,76,85,78
Cc1ccc(N2CCN(CSc3ccccc3)CC2)cc1,104,x,89,87,100,80,112,94
C=C(CC(=O)OC)C(=O)O,95,91,x,93,105,105,103,110
O=C1C(Cl)=C(Nc2ccc(S(=O)(=O)N3CCOCC3)cc2)C(=O)c2ccccc21,81,66,53,26,87,30,47,44
